Compound activity as filed in PubChem BioAssay.
TROY NFkB inh: blocks TROY-dependent signaling in reporter cells; Q293 LMP1-TROYcd NF-kB luciferase reporter, 4 h; inhibition, % at 10 µM; 360,000 tested, 0.98% active;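 active means compounds whose plate-normalised and pattern-corrected inhibition of the luciferase reporter signal at the single screening dose is 50% or more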
ABHD5 PLIN5 PPI: inhibitors of human ABHD5-perilipin-5 interaction; Split G. princeps luciferase complementation, luminescence, 4 h; inhibition, % at 4 µM; 360,000 tested, 0.78% active; AID 602281;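 active means inhibition above the mean inhibition across every tested compound plus 3 SD, cut at about 22% in these data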;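 further: 0% = DMSO only wells and the 100% control is not disclosed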
SRC1 inh: inhibits human SRC1 coactivator. HEK293 GAL4-SRC1 luciferase reporter, luminescence. inhibition, % at 3.6 µM. 360,000 tested, 0.12% active. AID 588354;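 active means inhibition above the campaign mean plus 3 SD, with each screening campaign given its own cutoff, cut at about 60% in these data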;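 further: 0% = DMSO treated cells and 100% = gossypol at 36 µM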
NCOA3 inh: inhibitors of human steroid receptor coactivator 3 (SRC3); inhibition, % at 3.6 µM; 360,000 tested, 0.17% active; Q9Y6Q9; AID 588352; HEK293 GAL4-SRC3 luciferase reporter, luminescence;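 active means inhibition above a per-campaign cutoff, the mean of all compounds plus 3 SD, cut at about 60% in these data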;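 further: 0% = DMSO-treated cells and 100% = gossypol-treated cells at 36 µM; higher means less SRC3-driven luciferase light from the GAL4 reporter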
Granule exo inh: lytic granule exocytosis inhibition; inhibition, % at 10 µM; 360,000 tested, 0.66% active; AID 651702; TALL-104 LAMP-1 surface exposure, flow cytometry; cells stimulated with thapsigargin and PMA;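 active means inhibition above about 55%, limit read from the data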
COUP-TFII inh: inhibitors of human COUP-TFII (NR2F2); inhibition, % at 8.6 µM; AID 686940; HEK293T NGFI-A luciferase reporter, luminescence; 370,000 tested, 0.7% active; P24468;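 active means inhibition above a per-plate cutoff, mean inhibition of test wells between control levels plus 3 SD, cut at about 38% in these data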;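 further: cells cotransfected with COUP-TFII expression vector driving the NGFI-A reporter; 0% = median of COUP-TF2 test wells and 100% = reporter-only cells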
NR5A2 inv ag: suppresses constitutive activity of human LRH-1 | O00482 | HEK293T StAR-luciferase reporter, LRH-1 transfected, 24 h | inhibition, % at 3.6 µM | 360,000 tested, 0.13% active | AID 602396;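 active means inhibition above the mean inhibition of all tested compounds plus 3 SD, cut at about 73% in these data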;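 further: 0% = DMSO wells and 100% = reporter-only cells lacking LRH-1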
Target sequence (O00482 whole entry, looked up): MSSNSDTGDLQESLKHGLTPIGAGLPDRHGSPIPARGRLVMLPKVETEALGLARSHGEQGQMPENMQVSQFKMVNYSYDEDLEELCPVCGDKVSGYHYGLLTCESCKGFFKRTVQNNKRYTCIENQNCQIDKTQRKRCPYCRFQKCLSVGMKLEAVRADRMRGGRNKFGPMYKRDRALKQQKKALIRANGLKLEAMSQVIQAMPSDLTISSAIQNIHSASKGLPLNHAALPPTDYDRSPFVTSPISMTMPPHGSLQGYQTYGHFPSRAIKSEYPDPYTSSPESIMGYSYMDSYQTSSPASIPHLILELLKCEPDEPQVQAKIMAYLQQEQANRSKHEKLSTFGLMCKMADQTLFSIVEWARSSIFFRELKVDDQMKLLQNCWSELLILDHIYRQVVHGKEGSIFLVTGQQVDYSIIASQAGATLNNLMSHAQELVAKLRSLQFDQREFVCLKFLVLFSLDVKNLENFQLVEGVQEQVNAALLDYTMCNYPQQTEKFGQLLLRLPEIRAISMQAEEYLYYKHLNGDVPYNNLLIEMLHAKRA
TLR9-MyD88 inh: inhibitors of human TLR9-MyD88 binding; Q9NR96+Q99836; CHO BLA complementation TLR9-MyD88, CCF4 FRET ratio; inhibition, % at 4.98 µM; 340,000 tested, 0.21% active;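 active means inhibition above the mean over all tested compounds plus 3 SD, cut at about 21% in these data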;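 further: 0% = DMSO only wells and 100% = clavulanate BLA inhibitor control wells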
NOD2-RIPK2 inh: blocks binding of human NOD2 to RIPK2; O43353; CHO BLA complementation NOD2-RIPK2, CCF4 ratio; inhibition, % at 4.98 µM; 360,000 tested, 0.38% active; in the data active means inhibition above about 21%;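 further: 0% = vehicle only and 100% = reference blocker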
Target sequence (O43353 whole entry, looked up): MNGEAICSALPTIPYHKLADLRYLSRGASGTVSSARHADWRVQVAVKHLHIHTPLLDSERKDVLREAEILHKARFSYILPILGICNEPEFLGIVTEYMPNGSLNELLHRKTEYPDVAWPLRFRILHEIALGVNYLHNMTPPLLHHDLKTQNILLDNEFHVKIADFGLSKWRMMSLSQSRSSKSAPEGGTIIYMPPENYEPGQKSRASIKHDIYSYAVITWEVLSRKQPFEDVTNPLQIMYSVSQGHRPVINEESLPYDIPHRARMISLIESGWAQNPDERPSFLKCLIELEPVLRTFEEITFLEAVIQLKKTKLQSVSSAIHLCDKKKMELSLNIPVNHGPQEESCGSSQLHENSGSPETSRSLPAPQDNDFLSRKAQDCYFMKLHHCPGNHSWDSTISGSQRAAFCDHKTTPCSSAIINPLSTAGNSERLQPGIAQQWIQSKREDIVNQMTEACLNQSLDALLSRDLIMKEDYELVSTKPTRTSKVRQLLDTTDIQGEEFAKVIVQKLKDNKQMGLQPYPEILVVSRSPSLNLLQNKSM
TWEAK Fn14 block: inhibitors of TWEAK-Fn14 interaction signaling. TWEAK-stimulated Fn14 reporter cells, luciferase luminescence, 8 h. inhibition, % at 10 µM. 360,000 tested, 2% active. AID 1159606; in the data active means inhibition above about 50%
NCOA2 inhibitor: inhibits human steroid receptor coactivator 2; Q15596; HEK293 GAL4-SRC2 luciferase reporter, luminescence; inhibition, % at 9 µM; 370,000 tested, 0.17% active;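 active means inhibition above the mean inhibition of all tested compounds plus 3 SD, set per campaign, cut at about 52% in these data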;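 further: 0% = DMSO treated cells and 100% = cells given Gossypol at 36 µM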
Starred values were filed as active, the others as inactive; · = no result given. An excerpt; rates above refer to the full screens.

structure,TROY NFkB inh,ABHD5 PLIN5 PPI,SRC1 inh,NCOA3 inh,Granule exo inh,COUP-TFII inh,NR5A2 inv ag,TLR9-MyD88 inh,NOD2-RIPK2 inh,TWEAK Fn14 block,NCOA2 inhibitor
CC(C)n1c(O)c(N=Nc2ccc(Cl)nn2)c2ccccc21,14,-3,-10,23,0,19,-20,1,-4,-14,-17
O=C(NCC1CCCO1)C1CCCN1C(=O)Nc1ccccc1[N+](=O)[O-] (stereo not given),-14,-5,-7,-5,-25,-8,16,-7,3,8,-35
COc1cc(C=NNC(=O)c2ccc(NS(=O)(=O)c3cccs3)cc2)cc(Br)c1O,1,9,5,-4,-2,-12,6,-6,-3,-32,5
CSc1cccc(N=C2C(=O)Nc3ccccc32)c1,31,-3,0,10,-19,3,9,6,5,44,-32
COc1ccc(/C=C2\SC(=O)N(CCC(=O)N3CCCCC3CCO)C2=O)cc1 (stereo not given),-36,-4,1,0,-2,-6,3,3,-6,17,23
COc1ccc(-c2nnc(SCC(=O)N3CCc4ccccc4C3)o2)cc1,17,3,-16,-7,-1,6,4,3,-5,-4,5
COC(=O)c1ccc(C(=O)OC)c(NC(=S)N2CCCC(C)C2)c1 (stereo not given),1,-3,0,-15,-4,-8,-9,-2,-6,6,11
Cc1cccc(C(=O)NC2CCN(CC(=O)NCc3ccccc3F)CC2)c1,-12,-1,14,4,-13,0,-12,-10,-7,0,2
CCCCCC(=O)NNC1=NCC(Cc2ccccc2)S1 (stereo not given),-15,-8,1,-21,0,31,14,3,-6,25,-4
O=C(C[C@H]1CC[C@@H]2[C@H](COC[C@@H](O)CN2Cc2ccc(Cl)cc2)O1)NCCc1ccccc1,·,0,·,·,-4,-3,-5,·,-6,·,-1
COc1ccc2[nH]c3c(c2c1)CCC/C3=N\N,9,-9,19,29,-4,4,12,-8,1,6,14
COc1cc2c(cc1[N+](=O)[O-])-c1ccc([N+](=O)[O-])cc1C2,-57,-15,-11,-35,10,-14,20,·,2,-130,-19
CCOC(=O)c1ccc(N=c2sc(C(=O)OC)cc(=O)n2-c2ccc(C(=O)OCC)cc2)cc1,20,34*,-52,-2,1,-6,-5,-4,0,54*,25
O=C(NCC(=O)N1CCCCCCC1)c1ccco1,-13,-5,-32,-28,-4,-21,-23,-15,-3,-3,-19
Cc1ccc(C(=O)Nc2cccc(O)c2)cc1S(=O)(=O)N1CCCCCC1,-37,0,-66,-74,43,-55,-67,-6,3,-38,-67
CC(=O)Nc1cccc(-n2c(=O)n(Cc3ccccc3)c(=O)c3[nH]cnc32)c1,-12,3,17,-7,56*,-5,11,-11,3,2,-15
Cc1cccc(C)c1NC(=O)C1=C(O)c2sccc2N(C)S1(=O)=O,1,0,-14,16,-10,6,-1,9,11,2,-11
CCCC1C(C#N)=C(N)Oc2n[nH]c(C(C)(C)C)c21 (stereo not given),-23,-17,8,11,3,7,-2,4,-1,11,-32
COc1ccc(CN2CCC(N(CCc3ccccc3)Cc3ccccc3)CC2)c(OC)c1,2,0,-3,20,60*,5,21,-1,16,-13,-8
Cc1ccc(S(=O)(=O)N2CCOCC2)cc1C(=O)NCc1ccccn1,3,-9,-42,14,-15,-2,-9,-8,-8,1,16
CCOCCn1ccc2c(OCC(=O)Nc3ccc(OC)cc3OC)cccc2c1=O,18,2,5,-1,16,9,-7,-14,1,-13,-31
CC(=O)N1CCN(c2ccccc2NC(=O)COc2cc(C)ccc2C(C)C)CC1,3,-5,-4,8,-2,13,20,-6,9,25,9
NNC(=O)c1csc(-c2cccc(C(F)(F)F)c2)n1,3,-1,-3,18,-5,-4,19,4,-10,-10,8
COC(=O)c1sc(C(C)(C)C)cc1CSc1ccccc1,-9,-3,24,12,2,2,-1,7,4,8,-26
O=C(Nc1ccc2c(c1)OCCO2)C(C1CC1)N1CCN(c2ccc(F)cc2)CC1 (stereo not given),2,3,-1,11,-4,0,-13,·,-13,12,-11
O=C(O)/C=C/c1ccc(S(=O)(=O)Nc2ccccc2C(=O)Nc2ccc(F)cc2)cc1,-4,-8,6,3,0,-16,-5,-3,2,30,-2
CCOC(=O)c1sc(NC(=O)CCN2C(=O)c3ccccc3C2=O)c(C(=O)OCC)c1C,-21,-3,-11,1,0,-12,-2,-4,-2,25,-7
O=C(NCc1cccnc1)C1CCN(S(=O)(=O)c2cc(Cl)ccc2Cl)CC1,11,-1,2,-25,-4,2,23,-5,0,-7,1
O=C(COc1ccc2ccccc2c1)Nc1ccc(Cc2ccncc2)cc1,10,7,-5,13,-2,12,3,4,-2,19,3
COc1ccc(CN2CCN(c3nc4ccccc4s3)CC2)cc1,-17,7,16,-7,-12,-25,-7,0,4,-9,-22
CC(C)(C)c1ccccc1NC(=S)NC1CCCCC1,3,-12,1,9,0,10,20,7,12,-7,14
CN(CC(=O)Nc1ccc(Cl)cc1)C(=O)Cc1c(F)cccc1Cl,-1,1,-9,14,21,2,-7,-3,-2,16,-31
CCCn1c(SCC(=O)NCc2ccccc2)nnc1-c1ccncc1,-1,5,4,5,-1,3,9,-16,-13,11,17
Cc1ccc(S(=O)(=O)Cc2ccc(C(=O)N3CCN(c4cccc(C)c4C)CC3)o2)cc1,28,2,-4,13,3,9,14,13,10,4,28
O=C(NCc1ccccc1)C(c1cccnc1)N(Cc1ccco1)C(=O)c1ccccn1 (stereo not given),18,-5,2,-31,-2,-8,1,-2,-1,3,-20
Cc1nnc(SCC(=O)N(C)c2ccccc2)n1Cc1ccccc1,0,8,-18,2,-1,-9,12,7,-10,-20,-12
Cc1cc(NC(=O)c2ccc3sc([C@@H]4O[C@H](CO)[C@H](O)[C@H](O)[C@H]4O)nc3c2)n(C)n1,14,1,14,-3,-3,4,19,·,7,5,-5
COc1cc(/C=N/Nc2nc3ccccc3[nH]2)ccc1O,-14,-4,-17,-35,0,-55,-48,-5,6,17,-30
CCCC[C@@H]1CNC(=S)N1CCc1cccc(F)c1,7,8,-3,-31,-7,7,27,6,2,2,16
COc1cccc(CNC(C)C(=O)Nc2ccc(S(=O)(=O)N3CCCC3)cc2)c1 (stereo not given),6,-8,-10,10,-8,-2,15,-4,2,8,-15
CC1=NOC(=O)/C1=C/c1ccc(O)c(Br)c1,-22,3,2,10,-29,-10,-20,-4,-4,10,3
Cc1scc(C(=O)NNC(=O)CCC(=O)O)c1C,-16,1,-45,2,8,·,-23,7,10,-18,·
COc1ccc(-c2ccc3c(c2)C2CC3CCN2C(=O)OCc2ccccc2)cc1 (stereo not given),-23,-1,-4,-7,0,8,-3,-1,1,-7,18
CC(C)NC(=O)N1c2ccccc2Sc2ccccc21,-21,-7,-43,5,-2,20,2,-9,1,12,-33
Cc1[nH]c2ccccc2c1Cc1n[nH]c(=S)n1C,-19,1,5,-6,-2,1,4,-1,-10,-8,-4
COc1ccc(CCNC2CC(=O)N(CCc3ccccc3)C2=O)cc1OC (stereo not given),5,2,-3,2,-6,11,11,0,1,-14,15
O=C(Cc1cccs1)NCCN1CCOCC1,-11,-3,-15,3,-2,-1,0,7,-2,1,-11
CC(C1CC1)N(Cc1ccccc1)C(=S)Nc1cccc(C(F)(F)F)c1 (stereo not given),13,-14,-2,22,2,8,5,-10,-3,6,6
COC(=O)c1ccccc1NC(=O)CSc1ncn[nH]1,-9,4,-35,12,-5,-1,9,1,10,-24,-10
COc1ccc(CSc2nnc(C)n2N)cc1,-15,3,-1,9,0,4,-3,-5,4,-11,-12
c1ccc(CSc2ncnc3c2cnn3Cc2ccccc2)cc1,-18,-10,-5,14,0,-22,-26,-8,3,1,8
CCOC(=O)N1CCN(S(=O)(=O)N2CCCC(C(=O)NCCc3ccc(OCC)c(OCC)c3)C2)CC1 (stereo not given),-10,-1,-15,-3,0,-9,7,-11,-1,-15,-5
CCOC(=O)C1CCN(C(=O)C(=O)c2cn(CC(=O)N3CCCCCC3)c3ccccc23)CC1,-9,6,7,-38,21,12,18,0,-5,7,4
CC(=O)N1CCN(Cc2nc3scc(-c4ccccc4)c3c(=O)[nH]2)CC1,5,-1,-6,6,3,-3,-4,8,-4,15,-26
O=C1CCCC/C1=C\Nc1ccc(S(=O)(=O)Nc2cnc3ccccc3n2)cc1,-15,3,-19,14,-2,-14,0,-14,-9,13,-2
C[C@H]1CN([C@@H](C)CO)C(=O)c2cc(Br)cnc2O[C@@H]1CN(C)C(=O)Nc1ccc(C(F)(F)F)cc1,11,-2,19,12,-3,20,23,2,4,-2,26
COCCN(C(=O)COC(=O)CCC1CCCC1)c1c(N)n(Cc2ccccc2)c(=O)[nH]c1=O,-4,0,3,-10,3,-3,9,3,-5,3,-3
OCC1(Cc2ccccc2C(F)(F)F)CCN(Cc2ccncc2)CC1,14,-2,-17,12,0,19,10,2,1,14,18
COc1cc(CN2CCNC(=O)C2CC(=O)NC2CCCC2)cc(OC)c1 (stereo not given),-7,-2,-16,5,6,19,10,1,0,10,15
C/C(CC(=O)Nc1ccc(N(C)C)cc1)=N\NC(=O)C(=O)NCc1ccccc1,-19,-4,-7,6,-4,5,-17,-8,-3,-35,-13

Individual results from the list:
Under COUP-TFII inh, C[C@H]1CN([C@@H](C)CO)C(=O)c2cc(Br)cnc2O[C@@H]1CN(C)C(=O)Nc1ccc(C(F)(F)F)cc1 is listed with 20
Under NCOA3 inh, COc1ccc(CSc2nnc(C)n2N)cc1 is listed with 9

Continued.
structure,TROY NFkB inh,ABHD5 PLIN5 PPI,SRC1 inh,NCOA3 inh,Granule exo inh,COUP-TFII inh,NR5A2 inv ag,TLR9-MyD88 inh,NOD2-RIPK2 inh,TWEAK Fn14 block,NCOA2 inhibitor
COC1CCC2(C)C(=CCC3C4CC(O)CC4(C)CCC32)C1 (stereo not given),19,-8,7,-7,-3,0,3,-7,-3,12,6
O=C(CCSc1ccc(Cl)cc1)NC1CCCCC1,-76,2,7,5,1,-1,-13,4,-7,-30,5
COc1ccc(C(=O)COC(=O)c2cc(C)no2)c(OC)c1,-5,1,2,7,-1,-28,30,0,-7,-6,10
CCOc1ccccc1CSc1nc2ccccc2[nH]1,-20,10,11,14,4,-15,-35,10,3,22,-15
c1ccc2nc(-c3nccs3)ccc2c1,-64,0,-49,-55,-1,-9,-42,3,-4,-42,-63
Cc1cccc(Cn2c(N3CCN(C)CC3)nc3c2c(=O)[nH]c(=O)n3C)c1,2,5,-40,10,-2,-3,0,1,9,0,5
CN1C(=O)SC(Nc2ccccc2C(=O)O)C1=O (stereo not given),0,-1,-4,15,-1,12,-1,0,-3,-4,-7
COc1cc(C(=O)Nc2nnc(SCC(=O)NCC3CCCO3)s2)cc(OC)c1OC (stereo not given),-5,7,10,12,4,-11,6,-1,-6,1,-16
Cc1ccc2oc(=O)n(CCCOc3ccccc3)c2c1,-50,-5,-36,-41,-2,-30,-72,0,1,-37,-50
